GRK2 inh = inhibitors of human GRK2 displacing RNA aptamer; bead flow cytometry, FAM-aptamer displacement from GRK2; inhibition of aptamer binding, % at 10 µM; 330,000 tested, 0.59% active; AID 488847;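 active = inhibition of aptamer binding above 40%, roughly 3 SD of noise, on plates passing a quality check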;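 note: median bead fluorescence of bound FAM aptamer so fluorescent compounds give negative values; no value below 0 was filed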
Target sequence (P25098 whole entry, looked up): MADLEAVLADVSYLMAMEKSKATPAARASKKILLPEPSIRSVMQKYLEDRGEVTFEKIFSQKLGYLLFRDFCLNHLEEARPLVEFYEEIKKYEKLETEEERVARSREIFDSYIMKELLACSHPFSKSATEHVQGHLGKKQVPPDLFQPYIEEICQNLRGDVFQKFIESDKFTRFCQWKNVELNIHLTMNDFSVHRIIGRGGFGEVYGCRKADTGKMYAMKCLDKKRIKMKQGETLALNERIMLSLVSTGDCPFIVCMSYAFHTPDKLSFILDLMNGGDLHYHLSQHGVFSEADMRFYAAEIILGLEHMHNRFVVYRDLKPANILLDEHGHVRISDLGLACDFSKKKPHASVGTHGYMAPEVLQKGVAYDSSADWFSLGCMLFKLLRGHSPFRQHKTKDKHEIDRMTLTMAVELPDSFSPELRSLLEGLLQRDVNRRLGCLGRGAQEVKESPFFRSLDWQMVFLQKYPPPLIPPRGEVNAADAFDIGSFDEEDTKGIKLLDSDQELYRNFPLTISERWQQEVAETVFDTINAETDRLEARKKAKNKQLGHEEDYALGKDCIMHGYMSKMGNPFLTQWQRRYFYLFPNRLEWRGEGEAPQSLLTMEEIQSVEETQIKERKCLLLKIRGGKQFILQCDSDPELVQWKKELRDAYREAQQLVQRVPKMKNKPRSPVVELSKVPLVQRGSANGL
AGP1-GFP MLPCN = modulators of TOR pathway AGP1-GFP in S. cerevisiae; S. cerevisiae AGP1-GFP multiplex flow cytometry, 3 h; GFP as percent of DMSO wells; 320,000 tested, 0.02% active; GFP response vs DMSO, % at 10 µM;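 active = GFP response relative to DMSO above a set limit, near screen average plus 3 SD, cut at about 150% in these data; inconclusive = fewer than 70 cells counted for the yeast strain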;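 note: median GFP channel fluorescence of the gated AGP1 strain per well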
MEX-5 binding = C. elegans MEX-5 TCR-2 RNA binding activity. Q9XUB2. MEX-5/FITC-TCR2 RNA binding, fluorescence polarization; hits give low values. activity score (negative = inhibition of binding), % at 10 µM. 300,000 tested, 0.38% active;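 active = inhibition past about -25% in most replicates, and total fluorescence under double the plate's negative control median, limit read from the data; inconclusive = replicates evenly split on the limit, or fluorescence at least double controls; inactive = too little inhibition in most replicates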;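 note: 0% = DMSO and -100% = 5 µM competing unlabeled TCR2 RNA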
MCL1-BIM inh = disrupts human MCL1 binding to BIM-BH3 peptide | GST-MCL1 / FITC-Bim-BH3 fluorescence polarization | AID 2057 | inhibition, % at 10.9 µM | 320,000 tested, 0.68% active | Q07820;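 active = inhibition above the mean inhibition of all tested compounds plus 3 SD, set per campaign, cut at about 40% in these data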;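 note: 0% = DMSO wells and 100% = unlabeled Bim-BH3 peptide control; higher means more loss of mP so more displacement of Bim peptide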
Fam108B counter = blocks mouse Fam108B hydrolase in RBBP9 counter-screen. recombinant Fam108B, FP-Rh probe fluorescence polarization. inhibition, % at 9.51 µM. 300,000 tested, 0.33% active;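 active = inhibition above the screen mean inhibition plus 3 SD, computed separately per campaign, cut at about 18% in these data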;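 note: inhibitors lower polarization as less probe binds the enzyme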
GLD-1 RNA inh = GLD-1-TGE RNA interaction inhibition (C. elegans); purified GLD-1 + fluorescein TGE RNA, fluorescence polarization; inhibition, % at 5.96 µM; 320,000 tested, 0.44% active;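 active = percent inhibition above a per-plate cutoff, the plate mean of test compounds plus 3 SD, cut at about 30% in these data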;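 note: 0% = DMSO wells with GLD-1 and probe and 100% = wells lacking GLD-1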
BCLXL inh = blocks human Bcl-xL binding to Bim BH3 peptide; Q07817; GST-Bcl-xL / FITC-Bim BH3 peptide fluorescence polarization; inhibition, % at 10.9 µM; 320,000 tested, 0.7% active; AID 2129;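 active = inhibition above the mean of all tested compounds plus 3 SD, cutoff set per campaign, cut at about 30% in these data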;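 note: 0% = DMSO wells and 100% = unlabeled Bim-BH3 peptide competitor; inhibitors lower millipolarization by displacing the labeled peptide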
Target sequence (Q07817 whole entry, looked up): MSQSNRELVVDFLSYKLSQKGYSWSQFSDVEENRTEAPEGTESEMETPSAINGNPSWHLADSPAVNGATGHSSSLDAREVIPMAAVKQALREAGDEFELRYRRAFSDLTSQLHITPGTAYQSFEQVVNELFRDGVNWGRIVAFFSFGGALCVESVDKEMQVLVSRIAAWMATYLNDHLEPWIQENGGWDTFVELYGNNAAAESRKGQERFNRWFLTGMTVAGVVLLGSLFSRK
CIT2 TOR yeast = alters CIT2-GFP fluorescence in TOR pathway yeast screen; S. cerevisiae CIT2-GFP strain, flow cytometry, 3 h; 100 means same as DMSO wells; 320,000 tested, 0.065% active; GFP response vs DMSO, % at 10 µM; AID 2029;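 active = GFP response relative to DMSO above a set limit, near the screen mean plus 3 SD, cut at about 150% in these data; inconclusive = Fewer than 70 cells measured for a yeast strain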;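 note: ratio of well median GFP fluorescence to mean of DMSO wells on the plate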
VLA-4 inh = inhibition in a human VLA-4 binding assay. P13612. VLA-4 expressing cells, ligand binding flow cytometry. inhibition, % (about 7 µM as worked out from the volumes in the protocol). 330,000 tested, 0.2% active. AID 2557; in the data active = inhibition above about 50%
Active calls of the source: *; ? = inconclusive; . = not tested or not shown; [ ] = remark or other dose.

[1] CC(C)N1CCN(C(=O)c2ccc(NC(=O)c3ccc(Br)o3)cc2)CC1
[2] Cc1csc(C(C)NC(=O)c2ccc(OC3CCN(CCc4ccccc4)CC3)cc2)n1 (centres undefined)
[3] Cc1cccnc1NC(=S)NC(=O)c1cccs1
[4] CC(C)CN(CC(C)C)S(=O)(=O)N1CCC(C(=O)NCc2ccco2)CC1
[5] Cc1noc(C)c1C(=O)OCC(=O)Nc1ccccc1Oc1ccccc1
[6] N/C(=N\N=C\c1ccco1)SC1CC(=O)N(c2ccc(C(=O)O)cc2)C1=O (centres undefined)

assay / entry	1	2	3	4	5	6
GRK2 inh	0	0	1	0	0	1
AGP1-GFP MLPCN	78	108	103	101	94	104
MEX-5 binding	.	0.4	0.1	0.5	0.3	-0.5
MCL1-BIM inh	15	-1	16	5	1	5
Fam108B counter	6	-3	4	0	0	-2
GLD-1 RNA inh	-4	6	-5	5	-1	0
BCLXL inh	5	4	11	3	1	4
CIT2 TOR yeast	70	97	100	91	95	103
VLA-4 inh	14	7	4	1	4	3

Exported with values under each structure: five of the compounds above
Under each structure – GRK2 inh	AGP1-GFP MLPCN	MEX-5 binding	MCL1-BIM inh	Fam108B counter	GLD-1 RNA inh	BCLXL inh	CIT2 TOR yeast	VLA-4 inh
[1] CC(C)N1CCN(C(=O)c2ccc(NC(=O)c3ccc(Br)o3)cc2)CC1
    0	78	.	15	6	-4	5	70	14
[2] Cc1csc(C(C)NC(=O)c2ccc(OC3CCN(CCc4ccccc4)CC3)cc2)n1 (centres undefined)
    0	108	0.4	-1	-3	6	4	97	7
[3] Cc1cccnc1NC(=S)NC(=O)c1cccs1
    1	103	0.1	16	4	-5	11	100	4
[4] CC(C)CN(CC(C)C)S(=O)(=O)N1CCC(C(=O)NCc2ccco2)CC1
    0	101	0.5	5	0	5	3	91	1
[5] Cc1noc(C)c1C(=O)OCC(=O)Nc1ccccc1Oc1ccccc1
    0	94	0.3	1	0	-1	1	95	4

Further compounds:
[7] COc1ccc(C)cc1NS(=O)(=O)c1cc(C)ccc1C
[8] COc1ccc(C2CCCN2C(=O)Nc2ccc(C)c(C)c2)cc1OC (centres undefined)
[9] CCOCCOC(=O)c1[nH]c2c(c1C)C(=O)CC(c1ccc(OC)c(OC)c1)C2 (centres undefined)
[10] CCOC(=O)c1ccccc1NC(=O)COC(=O)c1ccccc1C(=O)N(C)c1ccccc1
[11] COc1cccc(/C=c2\sc3nc(-c4cccs4)nn3c2=O)c1OC
[12] COc1ccc(C2OC(=O)CC2C(=O)NCc2ccc(Cl)cc2)cc1OC (centres undefined)

assay / entry	7	8	9	10	11	12
GRK2 inh	0	0	4	44*	0	0
AGP1-GFP MLPCN	96	97	94	117	117	98
MEX-5 binding	-1.6	-0.6	2.9	3.2	0.4	0.8
MCL1-BIM inh	0	0	8	-7	3	-3
Fam108B counter	1	-1	2	0	0	1
GLD-1 RNA inh	9	-5	9	2	-2	0
BCLXL inh	2	1	3	-1	2	5
CIT2 TOR yeast	90	94	97	91	113	103
VLA-4 inh	5	13	-5	0	7	19

[13] CCCn1c2ccccc2c2cnn(CC(=O)NC3CCCCC3)c(=O)c21
[14] CCc1cc(CNC(=O)c2ccc(OC3CCN(CCc4ccccc4)CC3)cc2)on1
[15] CCN(CC)CCN1C(=O)C(O)=C(C(C)=O)C1c1ccc(OC)c(OC)c1 (centres undefined)
[16] CCOc1ccc(NC(=O)CSc2nnc(-c3ccncc3)n2CC2CCCO2)cc1 (centres undefined)
[17] COc1cc2c(c(O)c1OC)-c1c(cc(OC)c(OC)c1OC)C[C@@H](C)[C@@H](C)C2
[18] CC(=O)Nc1ccc(NC(=O)C(Sc2ccccc2)c2ccccc2)cc1 (centres undefined)

assay / entry	13	14	15	16	17	18
GRK2 inh	2	49*	0	0	0	2
AGP1-GFP MLPCN	107	95	96[may fluoresce red]	103	101	94
MEX-5 binding	-2.3	2.1	2.1	6.7	0.4	3.3
MCL1-BIM inh	4	3	7	-1	8	0
Fam108B counter	-4	-3	-5	-1	0	0
GLD-1 RNA inh	6	7	2	5	-5	0
BCLXL inh	5	3	2	4	3	-6
CIT2 TOR yeast	111	90	107[may fluoresce red]	100	95	97
VLA-4 inh	-2	-104	6	-7	-1	15

[19] Cc1ccc(-n2nnc(-c3cccnc3)n2)cc1
[20] CCCCN(C(=O)CCC(=O)Nc1cc(C)on1)C(C(=O)NC1CCCC1)c1ccccc1OCC (centres undefined)
[21] COc1ccc(C2C(C(=O)c3sc(C)nc3C)=C(O)C(=O)N2CCN(C)C)cc1 (centres undefined)
[22] COc1ccc(CNC(=O)CCSCc2ccc(C)cc2)cc1
[23] COc1cc(C#Cc2c(-c3cncn3C)n(C)c3ccc(-c4cc(OC)c(OC)c(OC)c4)cc23)cc(OC)c1
[24] CCOC(=O)c1ccc(NC(=O)C(=O)NCc2ccncc2)cc1

assay / entry	19	20	21	22	23	24
GRK2 inh	3	2	2	1	3	0
AGP1-GFP MLPCN	100	?	102	97	92	88
MEX-5 binding	1.6	0.1	2.2	0.3	.	-0.7
MCL1-BIM inh	7	-4	11	-4	.	-2
Fam108B counter	-3	-2	3	5	.	6
GLD-1 RNA inh	1	13	-6	-9	4	1
BCLXL inh	7	-1	8	4	.	4
CIT2 TOR yeast	97	?	96	96	81	88
VLA-4 inh	4	12	4	-5	3	40

[25] Nc1nc(NCC2CCCO2)nc(Nc2cccc(F)c2)c1[N+](=O)[O-] (centres undefined)
[26] CCC1(C(=O)OC)NC(c2ccccc2OC)C2C(=O)N(C)C(=O)C21 (centres undefined)
[27] COc1cccc(N2CCN(S(=O)(=O)c3ccc4c(c3)NC(=O)CS4)CC2)c1
[28] CCN(CC)c1ccc(NC(=O)Cn2ncc3c(C)n(Cc4ccccc4F)c(C)c3c2=O)c(C)c1
[29] CN(C)C(CNC(=O)c1ccc2c(c1)S(=O)(=O)c1ccccc1C2=O)c1ccco1 (centres undefined)
[30] CC(Sc1sc(=S)sc1SC(C)C(=O)O)C(=O)O (centres undefined)

assay / entry	25	26	27	28	29	30
GRK2 inh	0	2	4	0	1	0
AGP1-GFP MLPCN	96	91	100	97	102	99
MEX-5 binding	-0.1	-2.1	0.8	0.5	0.3	-0.1
MCL1-BIM inh	0	58*	5	-13	4	23
Fam108B counter	-2	2	0	0	-2	4
GLD-1 RNA inh	-1	11	-3	-6	6	-2
BCLXL inh	4	58*	3	1	7	14
CIT2 TOR yeast	98	86	99	87	106	102
VLA-4 inh	1	11	-1	-7	-2	18

[31] CN(CC(=O)NC1CCCCCC1)S(=O)(=O)c1ccc2c(c1)n(C)c(=O)c(=O)n2C
[32] Cc1ccc(S(=O)(=O)N2CCCC2CNC(=O)c2ccc3c(c2)OCO3)cc1 (centres undefined)
[33] COc1ccc(CN2CCNC(=O)C2CC(=O)N2CCCN(C(C)=O)CC2)c(OC)c1 (centres undefined)
[34] CC(C)c1cc(C(F)(F)F)n2nc(C(=O)O)cc2n1
[35] CCc1ccccc1NC(=O)Cn1cccc1C1=NC(c2ccccc2)CO1 (centres undefined)
[36] COc1cc(C(=O)O/N=C(\N)c2ccc([N+](=O)[O-])cc2)cc(OC)c1OC

assay / entry	31	32	33	34	35	36
GRK2 inh	0	0	0	0	0	1
AGP1-GFP MLPCN	101	99	96	99	90	97
MEX-5 binding	0.4	-1.8	0.1	-0.1	-1.2	-1.2
MCL1-BIM inh	8	2	1	3	3	3
Fam108B counter	-1	-8	2	-5	-8	-6
GLD-1 RNA inh	-2	1	5	5	-3	1
BCLXL inh	5	8	-1	7	-3	7
CIT2 TOR yeast	102	84	90	.	95	103
VLA-4 inh	-3	5	-103	-2	5	-6

[37] Cc1ccc(NC(=O)c2ccc3ncsc3c2)cc1S(=O)(=O)N(C)C
[38] Cc1ccc(C(=O)Nc2ccc(F)cc2F)o1
[39] Cc1cc2cc3c(cc2nc1SCc1ccc(C(=O)O)cc1)OCCO3
[40] Cc1cccc(NC(=O)CCS(=O)(=O)c2ccc(Cl)cc2)c1
[41] NC(=O)c1ccccc1NC(=O)c1cc(S(=O)(=O)N2CCCCC2)ccc1N1CCOCC1
[42] CCN(CC)CCCN1C(=O)C(=O)/C(=C(/O)c2ccc(C)cc2)C1c1ccccn1 (centres undefined)

assay / entry	37	38	39	40	41	42
GRK2 inh	31	0	0	3	0	1
AGP1-GFP MLPCN	106	99	94	94	91	102
MEX-5 binding	-5.7	-0.1	-2.2	-0.1	.	-0.4
MCL1-BIM inh	3	0	-3	3	-7	4
Fam108B counter	-4	-2	-2	0	.	1
GLD-1 RNA inh	5	3	3	5	4	11
BCLXL inh	3	6	5	1	-15	0
CIT2 TOR yeast	96	101	95	95	89	102
VLA-4 inh	3	1	9	6	6	-19

[43] C/C(=N\OCC(=O)Nn1c(C)nc2ccccc2c1=O)c1ccccc1
[44] NC(=O)N=Nc1c(O)[nH]c2c(Br)cc(Br)cc12
[45] O=C(NNS(=O)(=O)c1ccc(F)cc1)C1CCN(Cc2cccc(F)c2)CC1
[46] O=C(Nc1ncccc1O)c1cccc(S(=O)(=O)N2CCc3ccccc32)c1
[47] CC(=O)Nc1ccc(NC(=O)CN2C(=O)COc3ccc(S(=O)(=O)N4CCOCC4)cc32)cc1
[48] CCn1c(O)c(N=NC(=O)c2cccc(S(=O)(=O)N3CCCCC3)c2)c2ccccc21

assay / entry	43	44	45	46	47	48
GRK2 inh	1	0	2	1	0	0
AGP1-GFP MLPCN	106	88	83	103	112	.
MEX-5 binding	0.2	2.4	5.6	0.4	-0.7	1.4
MCL1-BIM inh	3	1	-8	6	0	7
Fam108B counter	0	2	0	4	2	0
GLD-1 RNA inh	9	1	-5	3	3	2
BCLXL inh	2	9	-2	5	1	1
CIT2 TOR yeast	108	97	91	111	108	.
VLA-4 inh	17	11	4	5	6	-25

[49] CCOC(=O)N1CCC(NC(=O)c2ccc(CS(=O)c3ccc(Cl)cc3)o2)CC1 (centres undefined)
[50] O=C(COC(=O)c1ccc(F)cc1)NCCCc1ccccc1
[51] CC(=O)Nc1cccc(Oc2ncnc3scc(-c4ccccc4)c23)c1
[52] Nc1nonc1-n1nnc(C(=O)N/N=C/c2cc(Br)cs2)c1-c1ccccc1
[53] CC(C)c1nc(CNC(=O)CC2C(=O)NCCN2Cc2ccoc2)cs1 (centres undefined)
[54] CC(c1ccccc1)n1c(SCC(=O)Nc2ccccc2)n[nH]c1=O (centres undefined)
[55] O=C(NCCC1=CCCCC1)C(=O)NCc1ccccc1
[56] CN1C(C(=O)Nc2ccc(OC(F)(F)F)cc2)=CC(c2cccs2)=NS1(=O)=O

assay / entry	49	50	51	52	53	54	55	56
GRK2 inh	1	2	3	0	0	0	4	0
AGP1-GFP MLPCN	102	95	104	108	98	107	.	103
MEX-5 binding	1.5	0.4	0.6	-0.7	-2.7	0.2	2.0	3.5
MCL1-BIM inh	0	-5	7	5	4	0	11	0
Fam108B counter	-5	-5	-3	2	-1	-3	2	-9
GLD-1 RNA inh	-3	-8	9	4	4	4	-4	11
BCLXL inh	2	-3	5	3	3	7	-1	2
CIT2 TOR yeast	100	94	96	107	95	105	.	103
VLA-4 inh	-1	7	2	-7	4	2	-11	11
